PTHR1 ag: PTHR1 (human) receptor agonism; HEK293 GP2 PTHR1 cells, GloSensor cAMP luminescence, 1 h; Potency, µM (highest dose often 115 µM), for the others: at the top dose activation, usual class: activators; AID 743266; 0.075% of 410,000 active; note: potency is the fitted concentration of half-maximal effect; nearly all actives have a fitted effect of over 55% in size; some results filed as inactive show a strong effect at the top dose; inactives centre near -15; many of its hits are not listed in these tables
Target sequence (Q03431 whole entry, looked up): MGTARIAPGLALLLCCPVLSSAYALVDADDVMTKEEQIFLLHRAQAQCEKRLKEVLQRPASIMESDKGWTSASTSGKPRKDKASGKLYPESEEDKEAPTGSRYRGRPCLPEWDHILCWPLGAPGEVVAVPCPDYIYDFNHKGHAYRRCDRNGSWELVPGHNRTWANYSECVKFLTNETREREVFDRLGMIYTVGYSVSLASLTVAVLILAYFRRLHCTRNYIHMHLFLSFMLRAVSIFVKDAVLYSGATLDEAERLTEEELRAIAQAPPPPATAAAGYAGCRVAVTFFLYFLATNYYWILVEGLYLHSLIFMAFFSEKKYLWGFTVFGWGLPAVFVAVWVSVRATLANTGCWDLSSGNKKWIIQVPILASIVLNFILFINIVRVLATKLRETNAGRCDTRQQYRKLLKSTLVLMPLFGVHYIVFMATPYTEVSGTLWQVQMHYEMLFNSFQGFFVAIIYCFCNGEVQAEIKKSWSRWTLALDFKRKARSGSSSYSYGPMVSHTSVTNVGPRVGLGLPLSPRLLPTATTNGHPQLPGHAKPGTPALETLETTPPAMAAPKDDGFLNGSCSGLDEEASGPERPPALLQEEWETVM
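HEK-293-derived GP2 cells expressing PTHR1 and a GloSensor cAMP reporter, 3,000/well, plated overnight, given luciferin plus IBMX (each 0.5 mM as added) for 1 h at 37 °C, then compound for 1 h at 37 °C. Luminescence was read after 15 min at room temperature.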
GLP1R ag: activates the human GLP-1 receptor | P43220 | HEK293 GLP-1R CRE-luciferase, luminescence, 4-6 h; cells express a hypersensitive GLP-1R form | Potency, µM (series often up to 45.6 µM), for the others: at the highest dose activation, actives largely listed as activators | 0.007% of 380,000 active; note: potency is the fitted concentration of half-maximal effect; % of control where 0% means no effect
Target sequence (P43220 whole entry, looked up): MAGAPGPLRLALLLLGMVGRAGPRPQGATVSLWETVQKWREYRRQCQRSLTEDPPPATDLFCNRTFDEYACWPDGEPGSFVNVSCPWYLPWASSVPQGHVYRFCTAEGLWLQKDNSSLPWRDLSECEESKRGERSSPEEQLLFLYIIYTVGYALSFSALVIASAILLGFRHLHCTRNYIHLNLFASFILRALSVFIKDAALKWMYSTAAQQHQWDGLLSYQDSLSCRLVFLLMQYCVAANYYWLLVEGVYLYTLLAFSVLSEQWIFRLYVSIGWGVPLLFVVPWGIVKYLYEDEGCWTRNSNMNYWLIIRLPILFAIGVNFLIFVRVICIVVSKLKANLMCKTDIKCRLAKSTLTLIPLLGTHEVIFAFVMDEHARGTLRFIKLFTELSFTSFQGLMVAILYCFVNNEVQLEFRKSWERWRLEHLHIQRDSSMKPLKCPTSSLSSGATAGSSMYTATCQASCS
IL2 activator: activators of IL-2. AID 652025. 0.065% of 360,000 active. activation, % (series mostly up to about 46 µM). IL-2 activation reporter assay, cell-based qHTS; stimulated with anti-CD3/CD4/CD28 beads; in transgenic mouse T cells; in the data active = activation above about 50%; inconclusive = mostly about 30% to 49%; note: 0% is about no effect
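Screening format: compound pinned onto unstimulated transgenic mouse T cells, 60 min incubation, then anti-CD3/anti-CD4/anti-CD28 bead stimulation for 18 hours at 37 degrees C, followed by EGFP and DsRed detection.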
PI5P4K alpha inh: blocks human PI5P4K alpha kinase activity | P48426 | PI5P4Kalpha enzyme, ADP-Glo luminescence, 60 min; hits give low values | max response, % | 1.2% of 330,000 active | AID 652105; active = max response of -50% or lower; inconclusive = between -30% and -50%; inactive = -30% or higher; note: value at the top dose of about 77 µM; % is set by controls: 0 for no effect and ±100 for the full control effect
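Compounds were pin-transferred onto PI5P4Kalpha and substrate in HEPES pH 7.4 buffer with EGTA, CHAPS and 5% DMSO. ATP (5 microM final) started the reaction, which ran 60 minutes at room temperature before ADP-Glo detection.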
EPAC1 ag: activates human EPAC1 exchange factor; O95398; EPAC1 agonist qHTS, biochemical assay; response scale: 100% = response to 6.5 mM cAMP; Potency, µM (series often up to 154 µM), without a hit: at the top dose activation, usual class: activators; 0.073% of 360,000 active; note: potency is the fitted concentration of half-maximal effect; nearly all actives have a fitted effect of over 60% in size
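Nucleotide exchange assay: 100 nM EPAC1 with 250 nM Rap1B loaded with BODIPY-GDP and 50 uM GDP, room temperature. Fluorescence (480/540 nm) read every 5 min for 30 min; signal change normalized to 6.5 mM cAMP as full agonist.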
GLP1R cytotox: cytotoxicity in counter-screen for GLP-1R inverse agonists. Potency, µM (titrated, usually from 38.3 µM), inactives show at the highest dose activity change, negative = inhibition, actives largely listed as inhibitors. AID 624418. HEK293 cAMP-luciferase reporter cells, luminescence, 24 h. 0.13% of 410,000 active;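 note: loss of luciferase light is scored as toxicity; potency is the fitted concentration of half-maximal effect; % is set by controls: 0 for no effect and ±100 for the full control effect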
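Cells in DMEM/10% Nu serum/1% pen-strep, 1536-well format. Pre-incubated 12 h, dosed with 23 nL compound, incubated a further 24 h. Luciferase detection, 12 min at room temp, luminescence.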
GLP1R inv ag: acts as inverse agonist at human GLP-1 receptor | HEK293 GLP-1R CRE-luciferase, luminescence, 24 h; GLP-1R form is constitutively active | 1.6% of 410,000 active | P43220 | Potency, µM (series often up to 38.3 µM), without a hit: at the highest dose activity change, negative = inhibition, actives largely listed as inhibitors; note: potency is the fitted concentration of half-maximal effect; % is set by controls: 0 for no effect and ±100 for the full control effect; nearly all actives have a fitted effect of over 55% in size
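GLP-1R inverse agonism mode: basal reporter luminescence in engineered HEK293 cells measured after one day of compound exposure at 37 deg C, with a 12 min room-temperature detection step.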
EPAC1 antagonist: blocks human EPAC1 exchange factor | EPAC1 GEF assay, Rap1b-BODIPY-GDP exchange fluorescence | AID 720709 | 0.14% of 360,000 active | Potency, µM (highest dose often 115 µM), for the others: at the highest dose activity change, negative = inhibition, hits mostly inhibitors;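 note: potency is the fitted concentration of half-maximal effect; plate controls were vehicle for no effect and positive control for full effect; nearly all actives have a fitted effect of over 50% in size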
PLK1 PBD block: PLK1 (human) polo-box domain binding inhibition. P53350. Plk1 PBD binding of FITC phosphopeptide, fluorescence polarization. Potency, µM, for inactives: max response, negative = inhibition, usual class: inhibitors. 2.8% of 360,000 active; note: potency is the fitted concentration of half-maximal effect; series mostly up to about 57 µM; % is set by controls: 0 for no effect and ±100 for the full control effect; nearly all actives have a fitted effect of over 65% in size
An asterisk follows results filed as active; i = inactive; u = inconclusive; x = not tested or not shown; [ ] = remark or other dose. Unless noted, calls come from the whole dose curve; as a rule, active = well fitted curve in the direction sought with a large enough effect; inconclusive = small, poorly fitted or top-dose-only effect, or another doubt; inactive = no such curve, though single readings can be large; an effect the other way counts as inactive or inconclusive. Not all compounds are listed, so the mix of outcomes need not match the whole.

Start of the listing, in advance, three compounds:
Sequence of screens – PTHR1 ag, GLP1R ag, IL2 activator, PI5P4K alpha inh, EPAC1 ag, GLP1R cytotox, GLP1R inv ag, EPAC1 antagonist, PLK1 PBD block
> O=C1OC2(CCCCC2)OC(=O)C1=CNc1nc2ccccc2s1
  i, -10%, -1.9, x, -9%, 1%, -3%, -5%, -24%
> CCC1=NN(C(=O)COc2ccccc2C)C(O)(c2ccncc2)C1 (stereo not drawn)
  i, 4%, -1.9, 3, 10%, -27%, -1%, 7%, u
> O=C(CS(=O)(=O)c1cccc2nsnc12)NCc1ccccc1Cl
  i, 2%, x, x, x, 1%, 13%, x, x

Results (from the top)
Sequence of screens – PTHR1 ag, GLP1R ag, IL2 activator, PI5P4K alpha inh, EPAC1 ag, GLP1R cytotox, GLP1R inv ag, EPAC1 antagonist, PLK1 PBD block
> O=C1OC2(CCCCC2)OC(=O)C1=CNc1nc2ccccc2s1
  i, -10%, -1.9, x, -9%, 1%, -3%, -5%, -24%
> CCC1=NN(C(=O)COc2ccccc2C)C(O)(c2ccncc2)C1 (stereo not drawn)
  i, 4%, -1.9, 3, 10%, -27%, -1%, 7%, u
> O=C(CS(=O)(=O)c1cccc2nsnc12)NCc1ccccc1Cl
  i, 2%, x, x, x, 1%, 13%, x, x
> CCN(CC(=O)Nc1ccc(OC)cc1)C(=O)c1cc([N+](=O)[O-])ccc1N1CCOCC1
  -16%, 8%, -0.5, -2, 3%, -25%, 4%, 10%, -12%
> Cc1cc(C)cc(NC(=O)c2cc(S(=O)(=O)N3CCCC3)cn2C)c1
  i, -5%, -2.2, 0, -23%, -18%, 1%, 50%[activator], -4%
> Cc1oc(-c2ccccc2)nc1CS(=O)CC(=O)NC1CCCCCC1 (stereo not drawn)
  5%, -3%, 0.7, 1, 5%, 1%, -40%, 10%, u
> COc1ccc(NC(=O)N2CCN(S(=O)(=O)c3ccc(F)cc3)CC2)c(OC)c1
  -16%, 3%, -4.0, -8, 9%, 17%, -7%, -14%, -9%
> CCOC(=O)CSc1nnnn1-c1cc(OC)c(Cl)cc1OC
  i, -6%, -3.4, 1, 5%, 44%, 1%, -1%, -9%
> CNC(=O)c1csc(-c2ccc(Cl)cc2)n1
  -9%, 10%, -4.9, 1, 8%, -23%, 21%, 7%, -5%
> CN1CCN(c2nc(-c3ccccc3Cl)nc3ccccc23)CC1
  -11%, 20%, -0.5, 3, -1%, -5%, u, 7%, -3%
> O=C(CSc1nnc(COc2ccccc2)o1)NC1CC2CCC1C2 (stereo not drawn)
  -11%, -1%, -1.2, -4, 1%, 17%, u, -10%, 2%
> COCCn1c(=NC(=O)c2cc(-c3cccs3)nc3ccccc23)sc2cc(S(N)(=O)=O)ccc21
  -4%, 19%, -3.3, u, -6%, 9%, -8%, -9%, 3%
> CCCCN(C(=O)C1=NN(c2ccccc2)C(=O)CC1)c1c(N)n(CC(C)C)c(=O)[nH]c1=O
  u, 1%, -0.3, -8, -1%, 6%, 14%, -7%, -15%
> COc1ccc(CC(=O)O/N=C(\N)c2ccccn2)cc1
  -15%, 23%, 0.0, 9, 6%, -13%, 21%, 13%, -13%
> O=C1CCC(=O)N1c1ccc(NCc2ccccc2Cl)c([N+](=O)[O-])c1
  -14%, -4%, 0.5, -5, -29%, -24%, 11%, 9%, 7%
> Cc1c(NC(=O)/C(=C/c2cccs2)c2cccs2)c(=O)n(-c2ccccc2)n1C
  -8%, -7%, -0.7, u, -3%, -11%, -2%, -3%, -29%
> Cc1ccc(C)c(C(=O)n2cnnc2N)c1
  -14%[57.5 µM], 3%, -0.2, 1, 4%, 5%, 4%, 5%, -3%
> O=C(CCCc1ccccc1)Nc1ccc(S(=O)(=O)N2CCOCC2)cc1
  -1%, 8%, -2.3, 3, -5%, 17%, -2%, u, -6%
> COc1ccc(C(=O)c2ccccc2Cl)cc1
  -12%[57.5 µM], -2%, -0.1, -4, 8%, -12%, u, 9%, -2%
> Cc1c(NC(=O)c2ccc(NS(=O)(=O)c3ccccc3)cc2)c(=O)n(-c2ccccc2)n1C
  -4%, 0%, 1.5, -1, -7%, 11%, 11%, 14%, -8%
> CC(C)(CC(=O)O)CC(=O)NCc1c(Cl)cccc1Oc1ccccc1
  -7%, 0%, -0.2, -1, 6%, -3%, 11%, 27%, 2%
> COc1ccc(-c2nc(C#N)c(NC(C)c3ccccc3)o2)cc1OC (stereo not drawn)
  -6%[57.5 µM], u, -0.4, -2, -2%, -8%, 77%[activator], -1%, 1%
> O=C(/C=C/c1ccc(F)cc1)N1CCc2ccccc2C1
  -24%, 17%, -0.5, -1, -4%, 3%, u, 5%, -12%
> O=C(CCn1cnc2ccccc21)N/N=C/C=C/c1ccccc1
  i, 16%, -0.4, 2, -1%, -12%, 22%, -15%, -2%
> N#CCSc1nc(-c2ccccc2)c2cc(Cl)ccc2n1
  i, 15%, -1.8, 9, -1%, 2%, 3%, 0%, -5%
> CCCCCOCC1CC(C/C(C)=N/NC(N)=S)C(=O)O1 (stereo not drawn)
  i, 3%, -5.2, -6, -3%, u, u, -11%, 27µM*
> CCOC(=O)CCSc1nc(C)c2cc(C)c(C)cc2n1
  -10%[57.5 µM], 25%, -0.2, 0, 7%, 1%, -21%, -1%, -19%
> COC(=O)c1ccc2nc(-c3cccc(Cl)c3)c(Cc3cccc(F)c3)n2c1
  -79%[inhibitor], -3%, -0.3, 1, -7%, 5%, 5%, 4%, 2%
> C=CCn1c2ccccc2c2nnc(SCC(=O)OC)nc21
  -15%, 21%, -2.3, -8, -2%, 0%, 19%, -2%, -4%
> COc1ccccc1NS(=O)(=O)c1cccc(NC(=O)NC2CCCCC2)c1
  -27%, 4%, 0.0, -3, -16%, -18%, u, -11%, 2%
> COc1ccc(N2CCN(c3ccc(C(=O)O)cc3[N+](=O)[O-])CC2)cc1
  -5%, 4%, -0.1, -12, 11%, -7%, 2%, 1%, -17%
> COc1ccc([C@H]2CC(=O)C=C(c3ccc(Cl)c(C(F)(F)F)c3)C2)cc1
  -8%, -3%, 4.1, 17, -19%, 8%, -7%, -18%, -6%
> CCN(CC)c1ccc(N2C(=O)C3CCCCC3C2=O)cc1[N+](=O)[O-] (stereo not drawn)
  -4%, -3%, 1.1, -4, 1%, -14%, 0%, 2%, 0%
> O=C1CC(N2CCN(C3CCc4ccccc4C3)CC2)C(=O)N1c1ccccc1 (stereo not drawn)
  i, -1%, -0.2, 0, -4%, 2%, -5%, -4%, -14%
> NNC(=O)c1ccc(N2CCCCCC2)c([N+](=O)[O-])c1
  i, -3%, 0.5, -21, -5%, -3%[0.307 µM], -16%[0.307 µM], -1%, -6%
> Cc1ccc(OCc2nc(C#N)c(NCc3ccc4c(c3)OCO4)o2)cc1
  -14%[57.5 µM], 12%, -0.8, 14, 3%, -3%, u, 1%, -1%
> O=c1[nH]c(NNC(=S)NCc2ccccc2)nc2c1C1(CCCCC1)Cc1ccccc1-2
  17%, -4%, 1.3, -21, -3%, -10%, u, -21%, u
> COc1ccccc1-c1cc(C(F)(F)F)n2ncc(S(=O)(=O)c3ccccc3)c2n1
  u, 3%, -3.2, x, 11%, 118%[activator], -18%, -19%, -8%
> CCOc1ccc(/C(O)=C2/C(=O)C(=O)N(CCN(CC)CC)C2c2ccco2)cc1 (stereo not drawn)
  i, 2%, 9.1, 1, -3%, -6%, 19%, 9%, -7%
> CCN(CC(=O)Nc1c(F)cccc1F)C(=O)c1c(-c2ccccc2Cl)noc1C
  i, 1%, 0.4, -1, -7%, 9%, -11%, 3%, -1%
> NC(=O)c1ncn([C@@H]2O[C@H](CNCc3cnc(N4CCOCC4)s3)[C@@H](O)[C@H]2O)n1
  -12%, -3%, 0.1, 4, -7%, 2%, 7%, -6%, -16%
> COc1cc(NC(=S)NCCCN2CCOCC2)cc(OC)c1
  i, -6%, -1.2, 1, 4%, -4%, 1%, 9%, -12%
> Cc1sc(-c2ccccn2)nc1OC(=O)c1cccc(Cl)c1Cl
  -20%[57.5 µM], -11%, -3.7, 14, 7%, 16%, 3%, -14%, -12%
> C[C@@H]1CN([C@@H](C)CO)C(=O)CCCn2cc(nn2)CO[C@H]1CN(C)S(=O)(=O)c1ccccc1
  -21%, 5%, 3.0, 2, -6%, 0%, 15%, 22%, -12%
> Cc1oc(C(=O)O)cc1COc1ccc2c3c(c(=O)oc2c1)CCC3
  i, -8%, 0.8, 1, 10%, 6%, 48%[activator], -12%, -5%
> CCc1nc2c(OCC3COc4ccccc4O3)cccn2c1N(C)C(=O)c1cccc(OC)c1 (stereo not drawn)
  -32%[inhibitor], 2%, -0.7, -7, 13%, -8%, u, -11%, -4%
> CC(N)(C(=O)O)c1cccc(OCc2cccc(Cl)c2)c1 (stereo not drawn)
  i, -4%, -1.9, 6, -6%, -5%, 15%, 10%, -17%
> Cc1ccc(N(C(=O)c2ccc(CN3CCOCC3)o2)C(C(=O)NCCC(C)C)c2cccs2)c(C)c1 (stereo not drawn)
  -14%, 0%, -3.2, 4, -1%, 19%, 0%, -18%, -1%
> CCN1CCN(C(=O)c2ccccc2Nc2ccc(SC(F)F)cc2)CC1
  -2%, 16%, -1.0, 1, -7%, 5%, -19%, -6%, -11%
> COc1ccc(NC(=O)C[C@@H]2C(=O)N(c3ccc(OC)cc3)CC2(C)C)cc1
  -22%, -7%, -0.5, -1, 2%, -3%, -3%, -3%, -13%
> O=C(/C=C\c1ccccc1OC(=O)c1ccccc1F)c1cc2ccccc2o1
  -34%, 9%, -5.3, 4, 10%, u, -31%, -23%, -16%
> CC(C)Cn1nc(C(=O)Nc2nnc(C3CC3)s2)c2ccccc2c1=O
  -6%, -7%, -0.8, -1, 0%, 9%, 35%[activator], -4%, -14%

From PubChem
